Shiga inhibitor: blocks Shiga toxin action in Vero cells; Vero cells, Shiga toxin protein synthesis inhibition reporter; inhibition, % at 38.7 µM; 290,000 tested, 9.2% active; in the data active = inhibition mostly above about 28%, no sharp cut-off; inactive = mostly below about 43%; note: 0% is about no effect
Pf growth 96h: P. falciparum growth inhibition at 96 hours; P. falciparum luciferase reporter growth, 96 h; Potency, µM (doses to about 28.7 µM), for the others: at the highest dose activity change, negative = inhibition, most hits filed as inhibitors; 320,000 tested, 6.9% active; note: potency is the fitted concentration of half-maximal effect; % is set by controls: 0 for no effect and ±100 for the full control effect
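Cell-based qHTS: luciferase-tagged P. falciparum in erythrocytes (2% hematocrit, 0.05% parasitemia final) incubated with compounds for 96 hours, 37 C, 5% CO2; luciferase detection reagent then added and luminescence measured.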
LmPK inh: inhibitors of Leishmania mexicana pyruvate kinase | Q27686 | purified LmPK, Kinase-Glo ATP luminescence, 1 h | Potency, µM (series often up to 57.5 µM), without a hit: top-dose activity change, negative = inhibition, actives largely listed as inhibitors | 290,000 tested, 0.37% active | AID 1721; note: potency is the fitted concentration of half-maximal effect; % is set by controls: 0 for no effect and ±100 for the full control effect
Target sequence (Q27686 whole entry, looked up): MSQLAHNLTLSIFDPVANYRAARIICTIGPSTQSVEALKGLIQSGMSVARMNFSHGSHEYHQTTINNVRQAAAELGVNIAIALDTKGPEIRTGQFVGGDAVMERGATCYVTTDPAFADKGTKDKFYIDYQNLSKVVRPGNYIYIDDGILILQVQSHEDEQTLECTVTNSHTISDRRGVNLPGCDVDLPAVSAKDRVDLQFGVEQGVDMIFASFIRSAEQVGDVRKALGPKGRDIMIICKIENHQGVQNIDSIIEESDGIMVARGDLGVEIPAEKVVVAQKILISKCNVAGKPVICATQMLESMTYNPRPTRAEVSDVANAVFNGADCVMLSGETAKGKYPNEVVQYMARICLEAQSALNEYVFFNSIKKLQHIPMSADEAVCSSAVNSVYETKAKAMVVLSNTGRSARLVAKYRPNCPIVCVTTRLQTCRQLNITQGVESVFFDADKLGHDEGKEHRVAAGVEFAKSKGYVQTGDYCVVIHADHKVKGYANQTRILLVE
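qHTS format; LmPK 0.1 nM; substrates PEP 0.5 mM and ADP 0.1 mM. One-hour room-temperature incubation, then coupled luciferase luminescence; 0.5 nM enzyme wells mark activation.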
Cycloheximide cs: affects cycloheximide protein synthesis inhibition readout, counter-screen | cell reporter, cycloheximide protein synthesis inhibition counterscreen | max response, % | AID 2314 | 300,000 tested, 12% active; in the data active = max response mostly above about 13%, no sharp cut-off; inactive = mostly below about 14%; note: read at 38.3 µM for the half of the compounds with a filed dose; 0% is about no effect
AmpC no deterg: inhibitors of E. coli AmpC beta-lactamase without detergent; Potency, µM (doses to about 57.1 µM), inactives show at the highest dose activity change, negative = inhibition, most hits filed as inhibitors; P00811; AID 485341; 330,000 tested, 0.52% active; AmpC nitrocefin hydrolysis, absorbance 480 nm, 0.0001% Triton;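 note: potency is the fitted concentration of half-maximal effect; plate controls were no compound for no effect and no enzyme for full effect; nearly all actives have a fitted effect of over 20% in size; some results filed as inactive show a strong effect at the top dose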
Target sequence (P00811 whole entry, looked up): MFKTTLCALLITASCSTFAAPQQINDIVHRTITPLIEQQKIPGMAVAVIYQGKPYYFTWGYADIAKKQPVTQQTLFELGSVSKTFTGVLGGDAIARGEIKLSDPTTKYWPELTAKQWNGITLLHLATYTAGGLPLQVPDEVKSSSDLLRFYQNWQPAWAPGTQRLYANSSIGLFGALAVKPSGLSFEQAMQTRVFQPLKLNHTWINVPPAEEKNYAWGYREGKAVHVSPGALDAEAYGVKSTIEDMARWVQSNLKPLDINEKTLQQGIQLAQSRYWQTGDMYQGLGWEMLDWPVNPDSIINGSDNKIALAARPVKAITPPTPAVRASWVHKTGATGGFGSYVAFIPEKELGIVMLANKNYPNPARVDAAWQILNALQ
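AmpC (5.3 nM in the dispensed reagent) in 20 mM phosphate pH 7.0 with 0.01% (detergent screen) or 0.0001% Triton X-100 was preincubated with compounds for 15 min at room temperature. Nitrocefin was then added from an 800 uM solution, and hydrolysis was followed at 480 nm.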
Tb PYK inh: T. brucei pyruvate kinase inhibition. 410,000 tested, 0.12% active. TbPYK enzyme, Kinase-Glo Plus ATP luminescence, 45 min. AID 624173. Potency, µM (top dose mostly 76.8 µM), without a hit: top-dose activity, negative = inhibition, actives largely listed as inhibitors; note: potency is the fitted concentration of half-maximal effect; % is set by controls: 0 for no effect and ±100 for the full control effect; nearly all actives have a fitted effect of over 50% in size
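TbPYK + substrate in 50 mM TEA pH 7.2, 100 mM KCl, 10 mM MgCl2, 0.05% BSA, 0.01% Tween-20; cpd pinned; ADP 130 uM final; 45 min RT; Kinase-Glo Plus 10 min; luminescence endpoint.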
Pf growth 48h: P. falciparum growth inhibition at 48 hours (one generation) | P. falciparum luciferase growth in erythrocytes, 48 h | Potency, µM (series often up to 28.7 µM), for inactives: at the highest dose activity change, negative = inhibition, actives largely listed as inhibitors | 310,000 tested, 5.9% active | AID 504832; note: potency is the fitted concentration of half-maximal effect; % is set by controls: 0 for no effect and ±100 for the full control effect
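Cell-based growth assay: transgenic P. falciparum expressing firefly luciferase, cultured in red cells within RPMI 1640 containing 0.5% w/v Albumax, 24 mM bicarbonate and gentamycin. A drop in luciferase activity indicates inhibition.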
Numbers without * were called inactive; ? = inconclusive; nt = no result given; & = joins results of further samples; [ ] = another dose, or the depositor's remark. Unless noted, calls come from the whole dose curve; as a rule, active = well fitted curve in the direction sought with a large enough effect; inconclusive = small, poorly fitted or top-dose-only effect, or another doubt; inactive = no such curve, though single readings can be large; an effect the other way counts as inactive or inconclusive.

Under each structure – Shiga inhibitor	Pf growth 96h	LmPK inh	Cycloheximide cs	AmpC no deterg	Tb PYK inh	Pf growth 48h
CCN(C(=O)COC(=O)CNS(=O)(=O)c1ccc2ccccc2c1)C1CCCCC1
 : nt	15%	nt	nt	1%	0%	?
COc1ccc(-c2nc(N)n(C(=O)c3cccs3)n2)cc1
 : 19	?	-8%	9	-22%	-3%	8%
COc1ccc(-n2c(SC)nnc2-c2c[nH]c3ccccc23)cc1
 : -13	?	6%	-6	-14%	-1%	nt
O=S(=O)(c1ccc(Br)cc1)N1CCCC1c1nc2ccccc2s1 (stereo not drawn)
 : 2	?	4%	-1	-31%	-10%	10µM*
O=C(NCC1CCCO1)c1ccc(COCC(F)(F)C(F)F)cc1 (stereo not drawn)
 : 26	nt	-1%	19*	?	3%	33%[activator]
Cc1cc(N)c(NC2=CC(=O)CC(C)(C)C2)cc1C
 : 91*	10µM*	1%	62*	8%	1%	-4%
COc1ccc(S(=O)(=O)N2CCOCC2)cc1NC(=O)c1cc(C)oc1C
 : nt	12µM*	nt	nt	-13%	-1%	?
Cc1ccc(N(C)C(=O)c2ccc(CNc3c(N4CCC(C)CC4)c(=O)c3=O)cc2)cc1
 : -2	?	1%	0	-4%	3%	9.3µM*
CN(C)c1cccc(C(=O)NN2C(=O)NC3(CCCCC3)C2=O)c1
 : nt	86%[activator]	nt	nt	-15%	4%	73%[activator]
O=C(CCN1C(=O)/C(=C\c2ccc(F)cc2)SC1=S)Nc1ccccc1
 : -3	-5%	-8%	7	-6%	-18%	-8%
C=CCn1c(=O)c2ccccc2n2c(=S)[nH]nc12
 : -6	29%	2%	7	-19%	?	22%
CCN(CC)c1ccc(/C=N/NC(=O)c2cc(C)nc3ccccc23)cc1
 : 15	5%	1%	10	64%[activator]	4%	-17%
COC(=O)c1ccc(Cn2cc([N+](=O)[O-])cn2)cc1
 : 52	-3%	-10%	-2	-13%	-1%	20%
COc1ccc(N2CCN(Cc3nc4c(c(=O)n(C)c(=O)n4C)n3CCc3ccccc3)CC2)cc1
 : -2	6%	5%	0	-13%	2%	3%
CC(=O)N1Cc2ccccc2CC1C(=O)NCc1ccccc1F (stereo not drawn)
 : -7	33%[activator]	-5%	-6	-17%	-4%	6%
CC1CCCN(CCCNC(=O)C2CCC(CNS(=O)(=O)c3cccc4nsnc34)CC2)C1 (stereo not drawn)
 : -11	-6%	-8%	-3	10%	0%	-13%
O=C(Nc1sc2c(c1C(=O)NCc1ccco1)CCCC2)c1ccc2c(c1)OCO2
 : 89*	43%[activator]	-1%	44*	?	-8%	?
NS(=O)(=O)c1ccc(NC(=S)N2CCN(Cc3ccc4c(c3)OCO4)CC2)cc1
 : -6	33%[activator]	3%	8	-15%	?	-10%
Cc1ccc(CN2CCC(NC(=O)c3ccccc3)CC2)cc1
 : 0	24%	-1%	-1	-14%	-11%	5%
CC(=O)c1c(C)[nH]c(C(=O)OCc2cccc(Cl)c2)c1C
 : 82*	21%	7%	36*	-20%	2%	-6%

Entries of single compounds, looked up by structure. Values in the order: Shiga inhibitor	Pf growth 96h	LmPK inh	Cycloheximide cs	AmpC no deterg	Tb PYK inh	Pf growth 48h
Cc1ccc(N(C)C(=O)c2ccc(CNc3c(N4CCC(C)CC4)c(=O)c3=O)cc2)cc1 is listed as -2	?	1%	0	-4%	3%	9.3µM*
O=C(Nc1sc2c(c1C(=O)NCc1ccco1)CCCC2)c1ccc2c(c1)OCO2 is listed as 89*	43%[activator]	-1%	44*	?	-8%	?

(next part)
Under each structure – Shiga inhibitor	Pf growth 96h	LmPK inh	Cycloheximide cs	AmpC no deterg	Tb PYK inh	Pf growth 48h
Cc1cc(O)c(N)c(C)c1Cl
 : 10	?	?	5	-26%	-3%	3.3µM*
COC(=O)[C@@H]1C[C@@]2(O)[C@H](O)[C@H](O)[C@H](O)C[C@H]2N1Cc1ccc(C)s1
 : -1	70%[activator]	-4%	-4	3%	-4%	40%[activator]
O=C(Nc1ccccc1)C1CCCN1S(=O)(=O)c1ccc(Br)cc1 (stereo not drawn)
 : -5	2%	-5%	1	-32%	-2%	-30%
Cc1ccc(CNCCC2=CCCCC2)cc1
 : 4	nt	2%	1	-17%	14%	-28%
COc1ccc(Cl)cc1NS(=O)(=O)c1cn(C)nc1C
 : -6	17%	-1%	-2	3%	11%	2%
O=C(O)C1C2C=CC(C2)C1C(=O)Nc1ccccc1Br (stereo not drawn)
 : -9	-3%	-1%	-2	-16%	4%	8%
COc1ccc(N=C2SC(CC(=O)Nc3ccccc3)C(=O)N2Cc2ccco2)cc1 (stereo not drawn)
 : 39*	?	-3%	9	-9%	-2%	?
O=C(O)c1c2c(nc3ccccc13)-c1ccccc1CC2
 : 12	0%	-3%	8	-7%	-1%	29%
COC(=O)c1ccc(N2C(=O)CC(SCCN)C2=O)cc1 (stereo not drawn)
 : 54*	0%	-3%	42*	1%	1%	104%[activator]
O=P(Cc1cc[n+]([O-])cc1)(c1ccccc1)c1ccccc1
 : -20	?	-3%	-1	-9%	-4%	25%
O=C(CN(c1ccc(F)cc1)S(=O)(=O)c1ccccc1)NC1CC2CCC1C2 (stereo not drawn)
 : -1	?	0%	8	-5%	-6%	?
Cc1ccc(-n2ncc3c(Nc4cccc(C(=O)O)c4)ncnc32)cc1
 : 77*	nt	0%	45*	-35%	-5%&-3%	166%[activator]
CC(C)(C)c1cc(C(=O)NN)n(Cc2ccc(Cl)cc2Cl)n1
 : 9	?	3%	-3	-7%	2%	10µM*
CN1CC=C2C(C#N)=C(N)C(C#N)(C#N)[C@H](c3ccoc3)[C@H]2C1
 : -14	?	-2%	1	-21%	4%	nt
CC(CNC(=O)c1cc(COc2c(F)cccc2F)on1)c1ccccc1 (stereo not drawn)
 : -6	-1%	1%	16	3%	4%	8%
COc1ccc(/C(O)=C2/C(=O)C(=O)N(CCCN(C)C)C2c2ccc(C)o2)cc1Cl (stereo not drawn)
 : 3	15%	0%	8	9%	nt	14%
O=C(Nc1ccc2c(c1)OCCO2)C1CCCN1S(=O)(=O)c1cccc2cccnc12 (stereo not drawn)
 : -9	17%	-2%	11	-30%	-4%	-17%
S=C(NCC1CCCO1)NC1CC1 (stereo not drawn)
 : 17	?	2%	-4	6%	1%	5%
COc1ccc(CC(=O)Nc2ccc(-c3cn4ccc(C)cc4n3)cc2)cc1
 : 16	nt	-6%	16*	-19%	4%	-56%
COc1ccc(C)cc1N1CC(C(=O)OCc2nc(N)nc(Nc3ccccc3C)n2)CC1=O (stereo not drawn)
 : nt	2%	nt	nt	40%	2%	-26%

2 of the compounds above, in markdown:
| Compound | Shiga inhibitor | Pf growth 96h | LmPK inh | Cycloheximide cs | AmpC no deterg | Tb PYK inh | Pf growth 48h |
| --- | --- | --- | --- | --- | --- | --- | --- |
| CC(C)(C)c1cc(C(=O)NN)n(Cc2ccc(Cl)cc2Cl)n1 | 9 | ? | 3% | -3 | -7% | 2% | 10µM* |
| COc1ccc(CC(=O)Nc2ccc(-c3cn4ccc(C)cc4n3)cc2)cc1 | 16 | nt | -6% | 16* | -19% | 4% | -56% |

(list continues)
Under each structure – Shiga inhibitor	Pf growth 96h	LmPK inh	Cycloheximide cs	AmpC no deterg	Tb PYK inh	Pf growth 48h
NC(=O)CC(NC(=O)Cc1ccc(Br)cc1)c1ccc(N2CCCCCCC2)c([N+](=O)[O-])c1 (stereo not drawn)
 : -4	-16%	-3%	-3	-39%	-12%	6%
COCCCNS(=O)(=O)c1ccc(SC)cc1
 : -4	-1%	-2%	-1	-13%	-8%	8%
CC(=O)NC1(c2ccccc2)CCN(C(=O)N2CCOCC2)CC1
 : -10	-10%	3%	-4	-17%	0%	nt
C[C@@]12C(=O)Nc3cc(Cl)ccc3C(=O)N1[C@H]1c3cc(Br)ccc3OC[C@@H]1[C@@H]2c1ccccc1
 : nt	9.3µM*	nt	nt	-31%	4%	9.3µM*
O=[N+]([O-])c1cccc(COc2ncnc3cc([N+](=O)[O-])ccc23)c1
 : -3	?	3%	-3	-16%	-5%	?
CCOc1ccc(-c2csc(NC(=O)CSCC(=O)O)n2)c2ccccc12
 : -5	10%	7%	6	-24%	-2%	17%
CN1CCN(C(=O)c2ccccc2[N+](=O)[O-])CC1
 : nt	0%	-5%	-1	-6%	-1%	30%
Cc1ccc(SCC(=O)OCC(=O)Nc2ccc3[nH]c(=O)[nH]c3c2)cc1C
 : nt	5%	nt	nt	-29%	1%	2%
COc1ccc(/C=C(/C#N)C(=O)Nc2ccc(O)cc2)cc1C(=O)O
 : -12	28%	2%	-1	-23%	2%	-10%
COc1cc(CCCN2C(N)=NC[C@H]2Cc2ccc(O)cc2)cc(OC)c1OC
 : -5	2.3µM*	-2%	-6	-32%	-4%	8.3µM*
Cc1ccc(N(C)S(=O)(=O)c2cccc(C(=O)Nc3ccc(C)cn3)c2)cc1
 : nt	5.2µM*	nt	nt	-16%	-4%	2.1µM*
CCN1C(=S)SC(=O)C1=C1C=C(C)N(Cc2ccco2)C(C)=C1
 : 96*	-24%	1%	55*	91%[activator]	3%	-7%
Cc1ccc(C(=O)Nc2nc(=O)n(C)s2)cc1
 : 73*	108%[activator]	-18%	36*	-27%	-5%	48%[activator]
O=C(COC(=O)COc1ccccc1)NCc1ccccc1
 : 13	18%	-1%	-1	-17%	0%	-4%
CCc1ccccc1N(CC(=O)OC)S(C)(=O)=O
 : -7	nt	-5%	-2	-6%	4%	4%
CCCCNC(=O)C1CCN(C(=O)Nc2ccc(C)cc2)CC1
 : 2	1%	8%	1	-15%	-3%	-5%
Cc1cc(C(=O)N(C)CC2CCCN(CCc3ccc(F)cc3)C2)c(C)o1 (stereo not drawn)
 : -11	?	0%	0	30%	-6%	-26%
Cc1ccc(-c2nnc(SCC(=O)Nc3ccc4c(c3)oc3ccccc34)n2C)c(Cl)c1
 : -4	45%[activator]	3%	-4	-21%	-12%	nt
COC(=O)c1c(C)oc2ccc(OC(=O)c3cccs3)cc12
 : 8	?	1%	3	6%	1%	16%
COc1cccc(N(C(=O)c2csnn2)C(C(=O)NC2CCCC2)c2ccccc2)c1 (stereo not drawn)
 : -8	28%	1%	-6	23%	-4%	?
CCC1CCCCN1CCCNC(=O)c1ccc2nc(N3CCC(C)CC3)sc2c1 (stereo not drawn)
 : 90*	?	-2%	29*	54%	3%	?
COc1cc(/C=C/C(=O)OCC(=O)c2c[nH]c3ccccc23)ccc1OC(F)F
 : -4	?	2%	-4	-41%	0%	-4%
OC(COCc1ccc(Cl)cc1)CN1CCN(CC(O)COCc2ccc(Cl)cc2)CC1 (stereo not drawn)
 : -22	nt	1%	-10	195%[activator]	0%	?

High-throughput results deposited in PubChem BioAssay by National Center for Advancing Translational Sciences (NCATS).
